HSF-1 act: increases HSF-1 driven luciferase reporter signal; NIH3T3-HGL HSF-1 luciferase reporter, MG132, 8 h; 100% = twice DMSO control signal; actives 1.7% (n = 300,000); activation, % at 9 µM;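 active = mean replicate activation of at least 50% with a set share of replicates each reaching 50%; inconclusive = only one of those two conditions met; inactive = mean below 50% and too few replicates reaching it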;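 note: 0% = median of the neutral control wells and 100% = twice that signal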
HIF act: HIF pathway transcriptional activation; U2OS HRE-luciferase reporter, luminescence; normalized: DMSO 0%, desferrioxamine 100%; activation, % at 7.5 µM (by protocol); actives 0.32% (n = 300,000); AID 1910;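 active = mean activation of at least 10% of the iron chelator positive control signal, with at least half of replicates also reaching 10%; inconclusive = mean and replicate majority disagree about reaching 10%; inactive = mean and most replicates under 10%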
HDAC3 inh: human HDAC3 inhibition; actives 0.15% (n = 320,000); O15379; recombinant HDAC3, fluorogenic peptide/trypsin coupled, fluorescence; inhibition, % at 8.3 µM; in the data active = inhibition above about 26%, passing the limit was not always enough; inconclusive = no clear call, values can overlap the other calls
Target sequence (O15379 whole entry, looked up): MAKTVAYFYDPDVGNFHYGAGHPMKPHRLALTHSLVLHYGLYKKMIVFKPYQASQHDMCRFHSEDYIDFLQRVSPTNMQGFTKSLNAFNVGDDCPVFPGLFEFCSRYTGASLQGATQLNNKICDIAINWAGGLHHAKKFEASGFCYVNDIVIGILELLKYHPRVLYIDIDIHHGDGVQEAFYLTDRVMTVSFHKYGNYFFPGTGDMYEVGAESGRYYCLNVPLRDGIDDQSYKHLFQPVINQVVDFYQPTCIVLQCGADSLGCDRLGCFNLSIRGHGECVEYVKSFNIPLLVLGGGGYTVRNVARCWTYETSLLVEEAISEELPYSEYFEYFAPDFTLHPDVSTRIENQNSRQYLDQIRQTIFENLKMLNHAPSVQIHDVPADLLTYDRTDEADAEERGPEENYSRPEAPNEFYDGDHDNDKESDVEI
IEC-6 cytotox: kills IEC-6 intestinal cells in KLF5 counter-screen; IEC-6 cytotoxicity, luminescence viability; inhibition, % at 5 µM; actives 0.78% (n = 290,000); AID 1825; in the data active = inhibition above about 22%;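 note: 0% = plate median of test compound wells and 100% = cytotoxic reference compound wells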
aSyn UTR inh: 5' untranslated region of α-synuclein, MLPCN primary screen; AID 1813; actives 0.82% (n = 300,000); inhibition, % (tested at 7.5 µM); alpha-synuclein 5'UTR reporter, inhibitor activity; in the data active = inhibition above about 60%; inconclusive = no clear call, values can overlap the other calls;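 note: H4 neuroglioblastoma cells stably carrying SNCA 5'UTR luciferase fusion; 0% = DMSO wells and 100% = positive control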
HSF1 inhib: HSF1 inhibition; actives 0.77% (n = 300,000); AID 2098; NIH3T3-HGL HSE-luciferase, MG132-induced, luminescence 8 h; hits give low values; activity change, negative = inhibition, % at 7.5 µM (by protocol);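 active = more than half of replicate wells show activity change below -50%, luminescence cut by over half; inconclusive = some wells, but at most half, below -50%; inactive = no replicate well below -50%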;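 note: luciferase reports HSF-1 transcriptional activity via heat shock element; 0% = median of DMSO wells and -100% = zero luminescence signal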
AI-2 QS modul: modulators of Vibrio harveyi AI-2 quorum sensing system; Vibrio harveyi JMH597 AI-2 luminescence/OD600 ratio, 9 h; hits give low values; strain lacks LuxN and CqsS sensors; 0 = neutral-control median; actives 0.4% (n = 300,000); AID 2094; activity change, % at 7.5 µM; in the data active = activity change below about -75%, passing the limit was not always enough; inconclusive = no clear call, values can overlap the other calls;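 note: luminescence divided by OD600 gain over 9 h not by final OD600 alone; inactives centre near 13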
HSP90 refold inh: blocks HSP90-mediated luciferase refolding in reticulocyte lysate | actives 0.91% (n = 290,000) | Rabbit reticulocyte lysate, luciferase refolding luminescence, 3 h | inhibition, % at 5.6 µM;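 active = inhibition above the screen-wide mean plus 3 SD, computed separately per campaign, cut at about 16% in these data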;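 note: 0% = DMSO wells and 100% = 60 µM geldanamycin wells; inhibitors lower the luminescence because luciferase stays unfolded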
KLF5 inh: suppresses KLF5 promoter-driven expression; actives 0.23% (n = 290,000); inhibition, % at 5 µM; DLD-1 KLF5 promoter-luciferase reporter, luminescence;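 active = inhibition above a per-plate limit of that plate's mean compound inhibition plus 3 SD, cut at about 60% in these data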;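 note: 0% = DMSO wells and 100% = LY294002 at 200 µM; higher means less KLF5 promoter-driven luciferase light; inactives centre near -14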
Platelet DG rel: modulates dense granule release in human platelets | AID 1663 | inhibition, %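 (compounds screened at 7.5 µM in platelet-rich plasma)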 | human platelet-rich plasma, SFLLRN dense granule ATP release, luminescence | actives 0.22% (n = 300,000);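 active = mean replicate score, as percent of positive control, at or above 50; inconclusive = mean below 50 but at least one replicate at or above 50; inactive = mean and every replicate below 50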
An asterisk follows results filed as active; ? = inconclusive; . = not tested or not shown.

SMILES	HSF-1 act	HIF act	HDAC3 inh	IEC-6 cytotox	aSyn UTR inh	HSF1 inhib	AI-2 QS modul	HSP90 refold inh	KLF5 inh	Platelet DG rel
CCCC[C@H](CN(N=O)[C@@H](Cc1ccccc1)CN(C)N=O)N(CCc1ccccc1)N=O	-10	0.2	6	0	18	-1	31	4	-12	0
Cc1nc(C)c(C(=O)N(c2ccccc2F)C(C(=O)NCC2CCCO2)c2ccccc2)s1 (stereo not drawn)	-7	0.3	4	6	-16	-8	1	3	0	6
N#CCc1c(C#N)c(N)nc(Nc2ccccc2)c1C#N	49	-0.5	4	11	14	39	18	3	-4	3
C=CCn1c(O)c2ccc(C(=O)N=NC(=O)c3ccc(F)cc3)cc2c1O	11	-0.3	-2	.	-2	3	-3	.	.	1
Cc1c(C(=O)OCC(=O)N(C)c2ccccc2)cccc1[N+](=O)[O-]	24	0.3	4	0	21	11	23	-5	-54	-2
COC(=O)C1=NN(C(=O)c2ccc(Cl)cc2)C(O)(c2ccccc2)C1 (stereo not drawn)	142*	.	-1	-4	19	88	14	-1	2	-3
O=C(NCC(c1cccs1)N1CCOCC1)c1cc(Cl)ccc1[N+](=O)[O-] (stereo not drawn)	3	-0.9	3	.	2	2	16	.	.	26
COC(=O)CC1C(=O)NCCN1C(=O)c1ccc2oc(C(C)C)nc2c1 (stereo not drawn)	2	0.2	-1	-3	-5	0	9	-6	-27	-9
CCOc1cccc(/C=N/NC(=S)NCCN2CCOCC2)c1O	-5	0.4	1	8	20	0	10	5	20	1
Cc1nn(Cc2ccc(Cl)c(Cl)c2)c(C)c1NC(=O)c1noc2c1CCCCC2	-1	-0.2	-1	2	-12	5	35	7	-14	-9
Cc1cccc(OCC(=O)NCCNC(=O)c2ccccn2)c1	-35	-0.1	7	3	-19	-18	24	6	-4	4
CC(C)COP(=O)(c1ccc(N(C)C)cc1)C(O)c1ccncc1 (stereo not drawn)	-10	0.3	6	-2	14	-3	14	-2	-1	2
CCCC(=O)n1nc(-c2ccc(C)cc2)nc1NCc1ccco1	11	2.9	2	-1	-88	19	4	1	-68	2
CC#CCN1c2ccccc2[C@]23C[C@@H](C(=O)OC)N=C2NC(C(=O)OC)=C(C(=O)OC)[C@H]13	1	-0.5	-2	.	-14	-2	14	.	.	2
Cc1nnc(OC(C)C)c2nn(-c3ccccc3F)c(C)c12	-10	-0.2	6	0	-1	-6	21	2	-3	-4
COc1cc(C=O)ccc1OC(=O)c1cccnc1	-19	0.5	10	7	11	-4	18	-1	-1	3
CCSc1nc(N2CCCCC2)c2c(c1C#N)CCCC2	-11	0.3	5	-4	40	-8	23	-1	-25	18
COc1ccc(NC(=O)NNc2cc(N3CCOCC3)nc(N3CCOCC3)n2)cc1	-1	-1.1	0	2	23	-3	-17	1	-10	-2
CC1CC(=O)Nc2cc([N+](=O)[O-])ccc2N1 (stereo not drawn)	-92	-0.1	2	5	5	-89*	16	4	-2	0
NC(=S)N/N=C/c1c(O)c(Br)cc2oc3c(c12)CCCC3	.	.	-2	-1	-12	.	-10	4	-8	-1
CCN(CC)S(=O)(=O)c1ccc(N2CCCCC2)c(NC(=O)/C(C#N)=C/c2ccc(OC)cc2)c1	10	-0.2	0	-3	-16	-7	3	2	-22	-11
CC(C)CNC(=O)C(=O)NCC1OCCCN1S(=O)(=O)c1ccc2c(c1)OCCO2 (stereo not drawn)	-10	-0.3	8	0	3	-2	3	-2	-18	-7
Cn1c(SCc2ccccn2)nc2c1c(=O)[nH]c(=O)n2C	-20	-0.4	-3	2	8	-17	21	-2	-7	.
COc1cc(SC)ccc1C(=O)Nc1ccc(OCC(=O)N2CCOCC2)cc1	18	0.7	.	0	-28	13	23	15	-27	2
CC(C)CNC(=O)CSc1nnc(-c2cccc(S(=O)(=O)N3CCCCC3)c2)o1	7	-8.1	1	4	-1	-2	22	0	-10	-3
O=C(O)Cc1ccc(NC(=S)Nc2ccc(Br)cc2Cl)cc1	-18	1.0	.	-4	7	-8	12	0	-40	-2
O=C(Nc1ccccc1C(=O)N/N=C/c1ccco1)c1ccc(Cl)cc1	-45	0.1	7	3	-12	-33	12	-1	-5	?
COc1cc(OC)cc(-c2n[nH]c(=S)n2-c2cc(OC)ccc2OC)c1	13	-0.2	6	3	16	3	1	5	-7	0
O=C(Nc1cc(Cl)ccc1Cl)C1CCCO1 (stereo not drawn)	-47	-1.3	-3	-2	10	-32	6	-6	-55	6
C=CCOc1ccc(C2NC(=O)c3ccccc3O2)cc1 (stereo not drawn)	26	-0.4	-5	-3	1	8	15	-2	-83	6
CCN(CC)S(=O)(=O)c1cccc(-c2csc(C)n2)c1	0	0.1	4	-3	8	-2	5	1	-45	9
COc1ccc(CNC(=O)C2CCN(S(=O)(=O)N3CCCC3)CC2)c(OC)c1	3	-0.5	3	1	6	0	4	0	-13	-2
COc1ccc(/C=N/Nc2nc(-c3ccc(C)cc3)c(C#N)c(=O)[nH]2)cc1	9	-0.4	2	-8	-9	-3	14	-6	-13	-5
Cc1ccc(-c2cc(C(=O)O)c3ccccc3n2)s1	8	-2.9	-112	-2	-38	4	-18	0	-58	8
Cn1cc(/C=N/NC(=O)c2ccccc2O)c2ccccc21	4	-0.5	-3	4	-53	-10	3	0	-157	2
COc1ccccc1OCC(=O)Nc1ccncc1	2	0.4	-11	4	-23	3	5	-2	-31	3
COc1ccc(COC(=O)C2=C(C)NC(=O)NC2c2ccccc2OC(C)C)cc1 (stereo not drawn)	1	0.2	-2	-9	4	-4	-8	1	-13	-2
Cc1ccc(C2(C)NC(=O)N(CC(=O)Nc3ccccc3N3CCCCC3)C2=O)cc1 (stereo not drawn)	16	-2.4	12	.	32	-1	19	.	.	-3
N#Cc1cc(-c2ccccc2)cnc1Sc1ccc(Cl)cc1	20	0.4	-9	3	11	2	7	-2	-13	-1
CCCCn1c(N)c(N(CCOC)C(=O)CSc2n[nH]c(-c3ccc(C)cc3)n2)c(=O)[nH]c1=O	-3	-1.0	2	.	-7	0	20	.	.	-4
O=C(NCc1ccco1)c1cc(-c2ccncc2)nc2ccccc12	-2	-0.4	1	7	-1	7	19	5	3	0
CC(OC(=O)c1cccc(Cl)c1)C(=O)NC1CCCCC1C (stereo not drawn)	-5	0.3	-2	-5	6	-4	6	0	-6	-5
COc1cc(CNC2CCCCCC2)cc(OC)c1OC	-3	-0.2	-13	-2	24	-8	35	2	-23	4
COc1cccc(NC(=O)c2ccc(C(=O)c3ccccc3)o2)c1	24	3.4	8	-3	-147	9	-4	-8	-65	-17
NS(=O)(=O)c1ccc(CNC(=O)c2cc(-c3cccnc3)nc3ccccc23)cc1	2	-1.7	8	5	-5	3	22	-2	-7	7
Cc1nnc(NC(=O)C2=COCCO2)s1	-1	0.0	.	.	-4	1	22	.	.	-10
Cc1cccc2cc3c(N)c(C(=O)Nc4ccc(N5CCOCC5)cc4)sc3nc12	6	0.3	2	-1	17	-1	3	-2	-5	-3
COc1ccc(C2/C(=C(/O)c3ccccc3)C(=O)C(=O)N2C)cc1OC (stereo not drawn)	25	0.1	5	-2	-10	1	4	2	-22	20
CC(=O)CSc1nc2cc3c(cc2cc1C#N)OCCO3	5	-0.2	-10	-1	20	-5	35	-2	-29	11
CCCCN(C)C(=O)Cn1ncc2c3ccccc3n(CCC)c2c1=O	10	-0.3	-1	0	2	0	-9	2	-26	0

(more compounds)
SMILES	HSF-1 act	HIF act	HDAC3 inh	IEC-6 cytotox	aSyn UTR inh	HSF1 inhib	AI-2 QS modul	HSP90 refold inh	KLF5 inh	Platelet DG rel
O=C(CCn1cnnn1)N1CCCC(Nc2ccc(F)c(F)c2)C1 (stereo not drawn)	17	4.0	-1	2	2	7	33	6	11	-10
C/C(=N/Nc1ccnc2cc(Cl)ccc12)c1ccc(O)cc1	14	0.8	11	.	-118	2	14	.	.	1
COC(=O)C1=C(O)/C(=C\c2cc(C)n(-c3ccccc3C)c2C)N=C1C	-13	-0.3	4	3	-82	-3	5	8	-14	-1
CCOc1ccccc1C(C(=O)NCCOC)N(CCOC)C(=O)Cn1nnc2ccccc21 (stereo not drawn)	4	-0.1	-3	10	6	0	22	0	8	-3
O=c1c[n+]([O-])c2ccccc2n1OCc1ccccn1	-2	0.6	1	-6	-10	-5	8	6	-10	4
COc1ccc(CCNC(=O)c2cc(S(=O)(=O)N3CCC4(CC3)OCCO4)ccc2F)cc1OC	10	-0.5	4	14	12	1	3	0	3	-2
COc1ccc(F)cc1C(=O)C1CCCN(Cc2cccn2-c2ccccn2)C1 (stereo not drawn)	-71	0.0	-5	12	13	-64*	30	-4	-4	2
CCOc1ccc(C(=O)N/N=C/c2ccccc2[N+](=O)[O-])cc1	35	4.8	3	-9	-126	15	16	6	-129	9
CNc1nc(-c2ccc3c(c2)CCN3C(=O)c2cccc(F)c2)cs1	5	5.4	-1	-2	-427	-1	10	11	-162	-12
CSCCC(NC(=O)OC(C)(C)C)C(=O)Oc1ccc2c(=O)c(-c3ccc4c(c3)OCCO4)coc2c1 (stereo not drawn)	.	.	-1	-1	.	.	7	4	-125	.
COc1ccc(Nc2cc(C)nc3c(C)cccc23)cc1OC	5	1.5	6	7	-12	-3	8	3	-21	17
CN(C)S(=O)(=O)c1cccc(NC(=S)NCCc2ccccn2)c1	20	0.2	1	-2	6	18	26	-1	-8	-4
O=C(NCCN1CCCCCC1)C1CC(=O)N(CCc2ccccc2)C1 (stereo not drawn)	3	-0.1	6	-4	20	-3	37	-3	-21	9
COc1ccccc1OCC(=O)OCC(=O)Nc1ncc(Cl)cc1Cl	1	-0.2	6	-1	-3	-2	18	-2	0	0
CCN(CC)C(=O)c1cn(CCC#N)nc1-c1ccc2c(c1)OCCO2	28	-0.3	-3	4	17	8	33	-3	-11	1
CC(C)Cc1nnc(NC(=O)CCS(=O)(=O)c2ccc(Cl)cc2)s1	4	-0.3	2	-10	-6	3	16	4	-19	7
Cc1cc(NC(=O)c2cc(-c3ccc4c(c3)OCO4)on2)n(-c2ccccc2)n1	-3	-0.3	-17	-1	1	-4	16	-2	9	0
Nc1ccc(C(=O)c2ccc3c(c2)OCCO3)cc1N	19	2.0	-4	1	-166	10	14	0	-17	-1
CC(Cl)C(=O)NNc1cccc(Cl)n1 (stereo not drawn)	.	.	-6	-3	.	.	15	0	-4	.
CCN(CC)CCN(C(=O)c1ccc(S(=O)(=O)N(C)C2CCCCC2)cc1)c1nc2c(C)cccc2s1	1	-0.4	7	0	1	-2	2	0	-23	1
CCOc1ccc(-c2nc(N)nc(C)c2-c2ccc(Cl)cc2)c(O)c1	21	0.1	2	0	4	4	9	3	-32	3
COC(=O)C(Cc1ccc(O)cc1)NC(=O)CCC(=O)Nc1ccc(S(N)(=O)=O)cc1 (stereo not drawn)	7	-0.1	2	-6	5	-8	31	8	-18	-2

Screening results from PubChem.
